# High-throughput results: PubChem BioAssay, several laboratories
# TMEM16A inh – mouse TMEM16A channel inhibition, primary screen. HEK293 TMEM16A/YFP iodide influx fluorescence, ionomycin. normalized B-score (activity score, 25-100; higher = stronger inhibition) at 10 µM. 1.2% of 310,000 active. Q8BHY3;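 active = ratio plate-corrected score three or more library SD toward inhibition, starting fluorescence score within five deviations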;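 note: score derived from kinetic fluorescence span divided by baseline fluorescence per well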
# TRPC6 activator – mouse TRPC6 channel activation; Q61143; HEK293-TRPC6 membrane potential dye fluorescence; active compounds read high; B-score at 10 µM; 0.13% of 310,000 active;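 active = B-score of the integrated fluorescence ratio above library mean plus 3 SD, and starting fluorescence ratio within library mean plus 5 SD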;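 note: higher score means more depolarization so channel activation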
# TRPC6 inhibitor – mouse TRPC6 channel inhibition. Q61143. HEK293-TRPC6, membrane potential dye, ACh-evoked depolarization; active compounds read low. B-score at 10 µM. 1.1% of 310,000 active;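 active = B-score under library mean minus 3 SD, initial fluorescence not abnormally high, positive integrated signal ratio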;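 note: B-score derived from integrated fluorescence ratio over the kinetic read; more negative B-score means stronger inhibition of depolarization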
# MrgX1 antagonist – blocks BAM8-22 activation of human MrgX1 receptor. Q96LB2. 1.3% of 310,000 active. B-score at 10 µM. MRGX1-HEK293 calcium flux, Fluo-4, BAM8-22 antagonism; active compounds read low;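 active = calcium-response B-score plate-corrected more than 3 library SD below zero, starting fluorescence within 5 deviations, no agonist response on first addition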;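 note: peak minus trough fluorescence over baseline after final BAM8-22 challenge near maximal dose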
# Target sequence (Q96LB2 whole entry, looked up): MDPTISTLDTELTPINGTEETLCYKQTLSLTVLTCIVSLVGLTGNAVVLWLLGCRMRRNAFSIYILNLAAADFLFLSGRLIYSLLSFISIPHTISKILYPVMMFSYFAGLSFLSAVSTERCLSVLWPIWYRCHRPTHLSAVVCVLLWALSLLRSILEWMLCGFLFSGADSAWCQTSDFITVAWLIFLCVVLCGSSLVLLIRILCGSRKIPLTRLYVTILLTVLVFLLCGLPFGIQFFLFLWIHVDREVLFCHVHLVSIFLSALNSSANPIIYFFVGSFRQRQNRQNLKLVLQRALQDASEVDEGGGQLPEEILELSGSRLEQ
# TRPC4 agonist – activators of mouse TRPC4 channel; 0.49% of 310,000 active; AID 2237; Q9QUQ5; B-score at 10 µM; HEK293 TRPC4beta/mu-opioid, Fluo4 calcium fluorescence; active compounds read high;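 active = B-score above 5 SD of library B-scores, and initial fluorescence ratio not above library mean plus 5 SD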;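 note: positive B-score marks a calcium rise read as TRPC4 activation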
#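 Assay system: HEK293 stable line with TRPC4beta plus mu-opioid receptor; schedule: 45 min room-temperature Fluo4 loading, 110 s read; technique: kinetic Fluo4 calcium fluorescence; evaluation: integrated baseline-normalised fluorescence ratio, converted to per-well B score; controls: buffer (low) and maximal DAMGO (high)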
# SKKanGAS inh – blocks kanamycin growth of S. pyogenes SKKanGAS strain; BacTiter-Glo, 6 h; inhibition, % at 7.5 µM; 1.3% of 300,000 active; AID 1662;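 active = mean replicate score, as percent of positive control median, at least 50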;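 note: strain carries kanamycin resistance gene driven by streptokinase promoter and grows in 40 µg/ml kanamycin; loss of luminescence reflects streptokinase promoter inhibition or plain growth inhibition; 0% = median of DMSO wells and 100% = positive control at its reference dose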
# MrgX1 agonist – agonists of human MrgX1 receptor; Q96LB2; MrgX1-HEK293 cells, Fluo-4 calcium fluorescence, agonist mode; active compounds read high; B-score at 10 µM; 0.44% of 310,000 active; AID 588627;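 active = calcium response B-score plate-corrected fluorescence ratio at least 3 library SD, with starting fluorescence B-score inside 5 SD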
#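 Test system: HEK293 cells stably expressing human MrgX1 receptor; amount: 15,000 cells per well; doses: compound delivered in addition one of three; times: overnight plating before 1 h dye loading; detection: Fluo-4 NW calcium-flux fluorescence, kinetic read; read-out basis: B-scored fluorescence response ratio; controls: positive and negative controls per plate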
# ANO1 activ – activators or potentiators of mouse TMEM16A chloride channel | HEK293 TMEM16A/YFP-H148Q/I152L, iodide quench fluorescence; active compounds read low | B-score at 10 µM | 0.3% of 340,000 active;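 active = fluorescence-ratio B-score plate-corrected deviation score at least 3 library SD below zero, with starting fluorescence score within 5 deviations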;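 note: channel opened by trigger with iodide after compound preincubation; score built on the fluorescence ratio of max minus min over baseline; more negative score means more quench and so TMEM16A activation or potentiation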
# TRPC4 potent – allosterically enhances the mouse TRPC4 cation channel | Q9QUQ5 | AID 2227 | HEK293 TRPC4beta/mu-opioid, DAMGO EC20, Fluo-4 Ca2+ flux; active compounds read high | 0.42% of 310,000 active | B-score at 10 µM;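 active = B-score of calcium response area above 5 SD of library B-scores, with initial fluorescence ratio within 5 SD of library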;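 note: B-score of integrated fluorescence ratio over time as area under calcium response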
# MrgX1 allo act – allosterically activates human MrgX1 receptor signaling; B-score at 10 µM; 0.63% of 310,000 active; AID 588675; MrgX1-HEK293, Fluo-4 calcium flux, FDSS; active compounds read high; Q96LB2;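 active = plate-corrected calcium response at least 3 library SD above typical, normal starting fluorescence, not activating the receptor alone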;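 note: compound read alongside a low EC10 to EC30 dose of BAM8-22 agonist; peak minus trough fluorescence over baseline measured at the second addition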
# TRPC4 inh – inhibitors of mouse TRPC4 channel; HEK293 TRPC4beta/mu-opioid, DAMGO-evoked Fluo4 calcium flux; active compounds read low; 0.39% of 300,000 active; B-score at 10 µM; Q9QUQ5;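 active = B-score over 3 SD under the library average, no early fluorescence shift, positive overall ratio signal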
#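 test system = HEK293 cells with stable TRPC4beta plus mu-opioid receptor expression | detection = Fluo4 Ca2+ flux fluorescence | read-out = integrated fluorescence ratio relative to baseline, converted to per-well B score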
# * hit, by the source's call; i = inactive; x = not tested or not shown.
SMILES,TMEM16A inh,TRPC6 activator,TRPC6 inhibitor,MrgX1 antagonist,TRPC4 agonist,SKKanGAS inh,MrgX1 agonist,ANO1 activ,TRPC4 potent,MrgX1 allo act,TRPC4 inh
CCCCCCC1C(C#N)=C(N)OC2=C1C(=O)CC(C)(C)C2 (stereo not given),i,i,i,i,i,-4,i,i,i,i,i
COc1cc(/C=N/NC(=O)c2cc(-c3ccccc3)nc3ccccc23)ccc1O,i,i,i,i,i,3,i,i,i,i,i
CCN(CC)S(=O)(=O)c1ccc(-c2cn3cc(Cl)ccc3n2)cc1,i,i,i,i,i,-6,i,i,i,i,i
COCCN(C(=S)Nc1c(C)cc(C)cc1C)C(C)c1cccs1 (stereo not given),i,i,i,i,i,-7,i,i,i,i,i
Nc1c(NCc2ccccc2)c(=O)c1=O,i,i,i,i,i,-2,i,i,i,i,i
CCOc1ccc(/C(O)=C/C(=O)C(=O)Nc2ccc(S(=O)(=O)NC(C)=O)cc2)cc1,i,i,i,i,i,-10,i,i,i,i,i
O=[N+]([O-])c1cccc(C(=S)N2CCN(c3ccc(F)cc3)CC2)c1,i,i,i,i,i,-18,i,i,i,i,i
COc1ccc(Cl)cc1S(=O)(=O)NC(C)C(=O)NCCCn1ccnc1 (stereo not given),i,i,i,i,i,-4,i,i,i,i,i
OCCC1CN(C2CCN(c3ccccc3F)CC2)CCN1Cc1ccccc1 (stereo not given),i,i,i,i,i,-2,i,i,i,i,i
COc1ccc(NS(=O)(=O)c2cc(Cl)ccc2Cl)cc1S(=O)(=O)N1CCCCC1,i,i,i,i,i,-5,i,i,i,i,i
O=C(COc1ccccc1)Nc1ncccn1,i,i,i,i,i,-5,i,i,i,i,i
Cc1ccc(CNS(=O)(=O)c2cc3c(cc2C)N(C)CCO3)cc1,i,i,i,i,i,-5,i,i,i,i,i
CN(C)S(=O)(=O)NCC1CCCN(Cc2ccc(-c3ccccc3)cc2)C1 (stereo not given),i,i,i,i,i,0,i,i,i,i,i
CCCc1ccc(C(=O)NNc2cc(Cl)ccc2Cl)cc1,i,i,i,i,i,2,i,i,i,i,i
O=C1c2ccccc2C(=O)N1CC(O)COCc1ccccc1 (stereo not given),i,i,i,i,i,-2,i,i,i,i,i
O=C(NCc1cnn(-c2ccc(F)cc2)c1)C1CCC(=O)N(C2CC2)C1 (stereo not given),i,i,i,i,i,-4,i,i,i,i,i
O=C(NCc1ccncc1)C1CCN(S(=O)(=O)c2ccccc2)CC1,i,i,i,i,i,24,i,i,i,i,i
Cc1ccc(Cl)c2c(N=Nc3ccccc3)c(O)[nH]c12,i,i,i,i,i,0,i,i,i,i,i
CCc1nc2nc(C)c(NS(=O)(=O)c3cccs3)c(=O)n2[nH]1,i,i,i,i,i,14,i,i,i,i,i
CN(CCOc1ccccc1)C(=O)c1cc(S(=O)(=O)N2CCCCC2)ccc1Cl,i,i,i,i,i,5,i,i,i,i,i
C=CCNc1oc(-c2ccc(OC)cc2)nc1C#N,i,i,i,i,i,-20,i,i,i,i,i
CN(C)S(=O)(=O)c1ccc(C(=O)NCCN2C(=O)S/C(=C\c3cccnc3)C2=O)cc1,i,i,i,i,i,2,i,i,i,i,i
Cc1c(C)c(C)c2[nH]c(=S)[nH]c2c1C,i,i,i,i,i,-8,i,i,i,i,i
CCN(CC)CCCN(C(=O)c1ccc(F)cc1)c1nc(-c2ccc(OC)cc2)cs1,i,i,-6.7*,i,i,1,i,i,i,i,i
O=C(O)CCCC(=O)Nc1nncs1,i,i,i,i,i,-1,i,i,i,i,i
COCCN1CCN(Cc2nc(C3(c4ccc(C)cc4)CCCC3)no2)CC1,i,i,i,i,i,-1,i,i,i,9*,i
Cc1ccc(CSC2=Nc3sccc3C3=NC(=O)CN23)cc1,i,i,i,i,i,5,i,i,i,i,i
Cc1cc(NC(=O)CSc2nc3c(c(=O)n(C)c(=O)n3C)n2C(C)C)no1,i,i,i,i,i,0,i,x,i,i,i
Cc1ccc(C2=N/C(=C/N3CCOCC3)C(=O)O2)cc1,i,i,i,i,i,-6,i,i,i,i,i
COc1cccc(CN2CCN(c3ncccn3)CC2)c1,i,i,i,i,i,-3,i,i,i,i,i

# 6 successive compounds out of the list so far:
SMILES,TMEM16A inh,TRPC6 activator,TRPC6 inhibitor,MrgX1 antagonist,TRPC4 agonist,SKKanGAS inh,MrgX1 agonist,ANO1 activ,TRPC4 potent,MrgX1 allo act,TRPC4 inh
CN(C)S(=O)(=O)c1ccc(C(=O)NCCN2C(=O)S/C(=C\c3cccnc3)C2=O)cc1,i,i,i,i,i,2,i,i,i,i,i
Cc1c(C)c(C)c2[nH]c(=S)[nH]c2c1C,i,i,i,i,i,-8,i,i,i,i,i
CCN(CC)CCCN(C(=O)c1ccc(F)cc1)c1nc(-c2ccc(OC)cc2)cs1,i,i,-6.7*,i,i,1,i,i,i,i,i
O=C(O)CCCC(=O)Nc1nncs1,i,i,i,i,i,-1,i,i,i,i,i
COCCN1CCN(Cc2nc(C3(c4ccc(C)cc4)CCCC3)no2)CC1,i,i,i,i,i,-1,i,i,i,9*,i
Cc1ccc(CSC2=Nc3sccc3C3=NC(=O)CN23)cc1,i,i,i,i,i,5,i,i,i,i,i

# Continuation:
SMILES,TMEM16A inh,TRPC6 activator,TRPC6 inhibitor,MrgX1 antagonist,TRPC4 agonist,SKKanGAS inh,MrgX1 agonist,ANO1 activ,TRPC4 potent,MrgX1 allo act,TRPC4 inh
COc1ccccc1N1CCN(C(=O)c2ccc3c(=O)n(Cc4ccco4)c(=S)[nH]c3c2)CC1,i,i,i,i,i,22,i,i,i,i,i
Cn1nccc1C(=O)N1CCN(C23CC4CC(CC(C4)C2)C3)CC1,i,i,i,i,i,-10,i,i,i,i,i
COc1ccc2c(c1OC)C(=O)OC2N1C(=O)CC[C@H]1C(=O)NCC1CCCO1 (stereo not given in full),i,i,i,i,i,-4,i,i,i,i,i
O=C([C@H](Cc1ccc(O)cc1)n1cc(CCO)nn1)N1CCNCC1,i,i,i,i,i,3,i,i,i,i,i
COc1ccccc1CNC(=O)c1cccc(N(C)C)c1,i,i,i,i,i,-5,i,i,i,i,i
COc1ccc(OC)c(/C(C)=N\NC(=O)c2cc3cc(Cl)ccc3n2C)c1,i,i,i,i,i,3,i,i,i,6.9*,i
O=C(CCNS(=O)(=O)c1ccc(Cl)cc1)Nc1ccncc1,i,i,i,i,i,-5,i,i,i,i,i
CCCOC(=O)Nc1nc(-c2ccc(C)cc2)c(C)s1,i,i,i,i,i,12,i,i,i,i,i
CSc1ccc(Cn2nnc(C(=O)NCc3ccccc3)c2N)cc1,i,i,i,i,i,3,i,i,i,i,i
CCC(=O)NN1CCN(c2ccncc2S(=O)(=O)N2CCCCC2)CC1,i,i,i,i,i,0,i,i,i,i,i
Cc1ccccc1NC(=O)c1ccc(CSc2ncccn2)cc1,i,i,i,i,i,-2,i,i,i,i,i
Cc1ccc(NC(=O)c2cccc(S(=O)(=O)N(C)C3CCCCC3)c2)nc1,i,i,i,i,i,-8,i,i,i,i,i
COc1ccc(C)c2sc(N(CCN(C)C)C(=O)c3ccc4ccccc4c3)nc12,i,i,i,i,i,9,i,i,i,i,i
N#Cc1cnn2c1nc(N1CCOCC1)c1ccccc12,i,i,i,i,i,3,i,i,i,i,i
CCCn1c(O)c(/C=C2\C=NN=C2c2ccccc2)sc1=S,i,i,i,i,i,3,i,i,i,i,i
CC1CCC2C(=O)N(c3ccc(Cc4ccncc4)cc3)C(=O)C2C1 (stereo not given),i,i,i,i,i,-9,i,i,i,i,i
CC1CCN(S(=O)(=O)c2ccc3c(c2)oc(=O)n3CC(=O)N2CCc3ccccc3C2)CC1,i,i,i,i,i,-2,i,i,i,i,i
COc1ccccc1N1C(=NC(=O)C2CCCCC2)SC2CS(=O)(=O)CC21 (stereo not given),i,i,i,i,i,2,i,i,i,i,i
CC(C)(C)c1ccc(S(=O)(=O)N2CCN(CC(=O)NC(=O)NC3CCCCC3)CC2)cc1,i,i,i,i,i,2,i,i,i,i,i
CC(C)N(CCc1ccncc1)C(=S)Nc1ccc(F)c(Cl)c1,i,i,i,i,i,-2,i,i,i,i,i

# Molecules from the list above that contain an aryl thioether with sulfur outside any ring:
SMILES,TMEM16A inh,TRPC6 activator,TRPC6 inhibitor,MrgX1 antagonist,TRPC4 agonist,SKKanGAS inh,MrgX1 agonist,ANO1 activ,TRPC4 potent,MrgX1 allo act,TRPC4 inh
Cc1cc(NC(=O)CSc2nc3c(c(=O)n(C)c(=O)n3C)n2C(C)C)no1,i,i,i,i,i,0,i,x,i,i,i
CSc1ccc(Cn2nnc(C(=O)NCc3ccccc3)c2N)cc1,i,i,i,i,i,3,i,i,i,i,i
Cc1ccccc1NC(=O)c1ccc(CSc2ncccn2)cc1,i,i,i,i,i,-2,i,i,i,i,i

# Additional entries.
SMILES,TMEM16A inh,TRPC6 activator,TRPC6 inhibitor,MrgX1 antagonist,TRPC4 agonist,SKKanGAS inh,MrgX1 agonist,ANO1 activ,TRPC4 potent,MrgX1 allo act,TRPC4 inh
Cc1cccc(N2C(=O)SC(SC(=Nc3ccccc3)Nc3ccccc3)C2=O)c1 (stereo not given),i,i,i,i,i,-8,i,i,i,i,i
COc1ccc(C(=O)NNC(=O)CSc2nc(C(C)C)nc3ccccc23)cc1,i,i,i,i,i,10,i,i,i,i,i
COc1ccc(C(=O)Nc2cccc(C(=O)O)c2)cc1S(=O)(=O)N1CCCC1,i,i,i,i,i,16,i,i,i,i,i
O=C(c1ccccc1-c1nc(-c2ccccc2Cl)no1)N1CCOCC1,i,i,i,i,i,-2,i,i,i,i,i
O=C1[C@@H]2C(Cc3ccc(O)cc3)NC3(C(=O)Nc4ccc(F)cc43)[C@@H]2C(=O)N1c1ccc(F)cc1 (stereo not given in full),i,i,i,i,i,5,i,i,i,i,i
O=C(N1CCOCC1)N1CCN(c2nc(-c3ccc(F)cc3)cs2)CC1,i,i,i,i,i,-5,i,i,i,i,i
CNS(=O)(=O)c1cc(-c2nnc(Nc3ccc(NC(C)=O)cc3)c3ccccc23)ccc1C,i,i,i,i,i,10,i,i,i,i,i
Cc1ccc(NC(=O)CCc2ccc(C)o2)c(Br)c1,i,i,i,i,i,1,i,i,i,i,i
O=C(CSc1ccc(-c2ccccc2)nn1)N1CCOCC1,i,i,i,i,i,-4,i,i,i,i,i
